PABP1 MLLE inh: inhibitors of microRNA-mediated deadenylation, human PABP1 MLLE binding; P11940; GST-MLLE / FITC-PAM2 fluorescence polarization; inhibition, % at 20 µM; 0.36% of 360,000 active; AID 588489; in the data active means inhibition above about 35%, passing the limit was not always enough;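 further: plate controls were DMSO wells with GST-MLLE for no effect and wells lacking GST-MLLE protein for full effect; some results filed as inactive read as strong as hits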
Rin1 Abl inh: inhibitors of human Rin1-Abl protein interaction; TR-FRET Rin1/Abl binding, biochemical; AID 588664; 0.4% of 360,000 active; inhibition, % at 7.35 µM; in the data active means inhibition above about 5%, passing the limit was not always enough
FAS-TE inh: blocks the thioesterase domain of human fatty acid synthase | P49327 | recombinant FAS-TE, OMFH fluorogenic substrate, fluorescence endpoint | inhibition, % at 15 µM | 0.67% of 360,000 active | AID 602261;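 active means compounds whose normalised, plate-corrected inhibition of enzyme fluorescence in the single-dose primary screen is 50% or more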;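 further: 0% = DMSO with enzyme and 100% = substrate without enzyme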
MsrA inhibitor: inhibits bovine methionine sulfoxide reductase A; AID 651718; inhibition, % at 15.5 µM; 0.75% of 360,000 active; purified bovine MsrA, absorbance read-out; in the data active means inhibition above about 4.5%;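 further: 0% = vehicle wells with enzyme and 100% = reference inhibitor wells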
CSN inh: blocks human CSN-mediated cullin deneddylation. Q92905. Purified CSN, SCF-Nedd8-OG deneddylation, fluorescence polarization. inhibition, % at 12.5 µM. 0.38% of 360,000 active;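 active means pattern-corrected inhibition above about 35%, with an unprinted fluorescence ratio check between 0.5 and 1.5, limit read from the data, passing the limit was not always enough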;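 further: 0% = enzyme with substrate and 100% = substrate without enzyme; some results filed as inactive read as strong as hits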
Target sequence (Q92905 whole entry, looked up, one chain of several): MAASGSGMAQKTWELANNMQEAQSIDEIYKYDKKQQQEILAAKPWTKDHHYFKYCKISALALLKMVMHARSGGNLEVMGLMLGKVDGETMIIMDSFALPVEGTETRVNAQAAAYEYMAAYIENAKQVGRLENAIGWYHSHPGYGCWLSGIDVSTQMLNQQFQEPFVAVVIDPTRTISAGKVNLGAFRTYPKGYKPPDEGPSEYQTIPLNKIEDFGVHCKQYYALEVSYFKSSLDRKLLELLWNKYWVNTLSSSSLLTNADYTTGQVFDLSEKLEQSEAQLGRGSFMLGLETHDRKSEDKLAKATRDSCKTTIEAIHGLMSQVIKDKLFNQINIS
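Assay system: purified human Csn5 enzyme expressed in HEK293T cells; measure: % inhibition; also added: SCFSkp2-Nedd8OG substrate at 10 nM final; technique: fluorescence polarization; times: reaction 90 min, room temperature; medium: Tris buffer pH 7.5, NaCl, DTT, Tween-20, trehalose, ovalbumin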
bovine MsrA act: bovine methionine sulfoxide reductase A activation. purified bovine MsrA, absorbance read-out. activation, % at 10.6 µM. 0.3% of 360,000 active; in the data active means activation above about 7.5%;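 further: 0% = vehicle and 100% = reference activator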
Neddyl block: inhibitors of human cullin neddylation. P61081+Q13564. TR-FRET cullin neddylation, biochemical. calls only at 25 µM. 0.58% of 360,000 active; in the data active means inhibition above about 36%
Target sequence (P61081 whole entry, looked up): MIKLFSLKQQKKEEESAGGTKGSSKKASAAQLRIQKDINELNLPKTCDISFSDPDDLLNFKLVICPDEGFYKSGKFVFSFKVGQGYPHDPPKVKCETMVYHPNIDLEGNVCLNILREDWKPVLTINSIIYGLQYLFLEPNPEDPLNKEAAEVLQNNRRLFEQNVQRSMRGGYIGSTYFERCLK
Target sequence (Q13564 whole entry, looked up): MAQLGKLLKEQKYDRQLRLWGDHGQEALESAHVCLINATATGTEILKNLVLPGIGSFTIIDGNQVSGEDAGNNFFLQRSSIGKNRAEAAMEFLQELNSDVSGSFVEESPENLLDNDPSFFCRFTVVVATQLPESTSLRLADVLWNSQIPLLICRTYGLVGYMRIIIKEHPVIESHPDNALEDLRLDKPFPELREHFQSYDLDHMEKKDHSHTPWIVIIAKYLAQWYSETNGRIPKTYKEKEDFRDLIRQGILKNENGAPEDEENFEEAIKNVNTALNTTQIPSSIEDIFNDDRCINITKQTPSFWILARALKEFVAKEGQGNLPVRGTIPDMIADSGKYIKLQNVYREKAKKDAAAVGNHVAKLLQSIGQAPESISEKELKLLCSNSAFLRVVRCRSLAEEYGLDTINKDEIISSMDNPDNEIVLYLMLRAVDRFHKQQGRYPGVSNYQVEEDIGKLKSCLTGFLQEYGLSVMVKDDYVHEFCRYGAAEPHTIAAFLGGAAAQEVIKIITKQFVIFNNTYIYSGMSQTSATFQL
Tb MetRS inh: Trypanosoma brucei MetRS inhibition | AID 624268 | 0.4% of 360,000 active | inhibition, % at 11.9 µM | purified T. brucei MetRS, ATP depletion, Kinase-Glo luminescence;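 active means inhibition above a per-plate cutoff of the control wells' mean inhibition plus 3 SD, cut at about 5.5% in these data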;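 further: 0% = DMSO wells median and 100% = median of wells with control inhibitor compound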
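System: purified T. brucei MetRS enzyme / Detection: Kinase-Glo luciferase luminescence reporting remaining unconsumed ATP / Medium: HEPES buffer with MgCl2, KCl, DTT, spermine, BSA, pyrophosphatase / Replication: singlicate, one well per compound / Evaluation: percent inhibition relative to median high and low control wells / Schedule: 2 h aminoacylation at 25 °C after 15 min preincubation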
eLon inh: inhibits E. coli Lon protease | 0.42% of 360,000 active | purified E. coli Lon protease, fluorescence polarization | AID 602123 | inhibition, % at 7.94 µM | P0A9M0; in the data active means inhibition above about 13%, passing the limit was not always enough;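 further: 0% = enzyme with probe and DMSO and 100% = no enzyme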
Starred values were filed as active, the others as inactive; i = inactive; . = not tested or not shown.

SMILES	PABP1 MLLE inh	Rin1 Abl inh	FAS-TE inh	MsrA inhibitor	CSN inh	bovine MsrA act	Neddyl block	Tb MetRS inh	eLon inh
COc1ccccc1C1c2[nH]c3ccccc3c2CCN1Cc1ccc(NC(C)=O)s1 (stereo not drawn)	7	-1	15	0.3	-1	-2	i	0.1	6
CCC(Oc1ccccc1)C(=O)NC1C(=O)N2C1SC(C)(C)C2C(=O)O (stereo not drawn)	6	-1	-10	-1.0	3	-1	i	-0.5	2
CN(C)CCNC(=O)c1cccc(-c2cnc3c(NC=O)cc(-c4ccccc4F)cn23)c1	-39	-3	1	1.4	-2	2	i	0.5	1
Cc1ccc(N2NC(=O)/C(=C/C=C/c3ccco3)C2=O)cc1C	-6	1	-3	0.6	3	-2	i	-0.9	-2
O=C(COC(=O)c1ccc(F)c(S(=O)(=O)N2CCOCC2)c1)c1ccccc1	1	1	9	0.3	-6	-1	i	0.1	-4
COCC(=O)N[C@@H]1c2ccccc2CC[C@@H]1OCc1ccccc1	-12	-5	-12	-0.6	-2	3	i	0.7	-9
CCC(=O)c1ccc(OCC(=O)OCC(=O)N2CCc3ccccc32)cc1	0	0	-5	1.6	-2	-1	i	-0.5	7
COc1cc(C(c2c(O)cc(C)[nH]c2=O)c2c(O)cc(C)[nH]c2=O)ccc1O	11	-2	-5	0.0	1	-2	i	-0.6	-7
COC(=O)c1ccc(CSc2nnc(N)s2)o1	33	-1	-4	-0.7	2	-8	i	-0.3	6
CCN(CC)P(=O)(c1ccccc1)c1c(C)nc2ccccn12 (stereo not drawn)	11	0	-5	0.8	1	2	i	-0.4	-8
CCC1=C(OC(=O)N(CC)CC)N2C(=O)OC(=NCCOC)[C@]2(Cc2ccccc2)[C@H]2C1=CC[C@H]1C(=O)NC(=O)[C@H]12	-4	5	-1	-1.8	5	3	i	-0.3	1
CCC(=O)N1c2ccccc2NC2=C(C(=O)CC(C)(C)C2)C1c1ccc(O)c(OC)c1 (stereo not drawn)	-5	0	-5	1.7	-6	-7	i	-0.8	-6
COc1ccc(C(=O)OCC(=O)NCCCc2ccccc2)cc1[N+](=O)[O-]	9	-4	79*	0.5	-1	-3	i	-0.2	4
Cc1noc(C)c1C(=O)NCCCc1ccccc1	2	2	-4	0.4	3	-6	i	-0.7	-1
O=C(NCc1ccccc1Br)c1cccc2c1C(=O)c1ccc(N3CCC(Cc4ccccc4)CC3)cc1S2(=O)=O	-51	-1	-100	.	7	-7	i	-0.3	-23
COc1ccc(NC(=O)CSCC(=O)OCc2cccc(OC)c2OC)cc1	-14	3	-1	-0.2	4	-7	i	-0.6	-7
Brc1ccc(C2=CC(c3ccco3)n3nnnc3N2)cc1 (stereo not drawn)	6	-2	1	1.6	0	-4	i	-0.7	-5
Cc1ccc(C(C[N+](=O)[O-])c2c(C)cc3ccccn23)cc1 (stereo not drawn)	-9	-1	18	0.7	-3	-5	i	-0.7	-11
O=C(Nc1ccc2c(c1)OCO2)c1ccncc1	-5	0	-8	1.6	0	-3	i	-0.1	-1
O=C(Cn1nnc2ccccc2c1=O)NCCc1ccccc1	1	2	-8	-0.3	7	1	i	0.3	1
CCN(CC)CCCNc1nc2cc(OC)c(OC)cc2c2nc(-c3cccnc3)nn12	-9	4	-6	-0.1	2	-2	i	-0.4	-3
Nc1cc(C(=O)OCC(=O)N2CCN(C(=O)COC(=O)c3ccc(Cl)c(N)c3)CC2)ccc1Cl	-1	-2	-2	0.6	3	0	i	-0.4	-4
CC(C)Oc1cccc(C(=O)NC(=S)Nc2cccc(NC(=O)c3ccccc3Cl)c2)c1	31	-2	27	2.5	-11	-3	i	0.3	7
COc1ccc(Cc2nnc(NC(=O)Nc3ccccc3)s2)cc1OC	4	0	3	0.4	5	-1	i	7.0*	2
O=C(COC(=O)c1ccccc1Cl)NCc1ccco1	-7	1	-4	0.3	16	-4	i	-0.3	-15
O=C(O)CC(NC(=O)c1ccccc1NC(=O)c1ccccc1)C(=O)O (stereo not drawn)	3	-1	-3	0.9	0	-2	i	0.0	-6
Cc1ccc(S(=O)(=O)N2[C@@H](c3cccc(C)c3)C(C(=O)O)=C[C@H]2CC2CCCC2)cc1	13	-3	4	1.6	4	-3	i	-0.3	0
CCOc1ccc(NC(=O)CN2CC(c3ccccc3)CC2=O)cc1 (stereo not drawn)	-5	2	1	0.0	-1	-4	i	1.4	-8
COc1ccccc1C(=O)Nc1nnc(SCC(=O)Nc2ccc3c(c2)oc2ccccc23)s1	-35	-3	7	-0.3	3	-3	i	-0.1	-7
CCN1C(=O)[C@H]2[C@@H](c3ccc(C)cc3)N3C(=O)N(c4ccc(C)cc4)C(=O)[C@@]3(Cc3ccccc3)[C@H]2C1=O	-2	3	13	0.9	-4	-1	i	-0.5	-2
CCN1CC2([N+](=O)[O-])CC=C(OC)C([N+](=O)[O-])(C1)C2 (stereo not drawn)	2	-2	-10	-0.4	4	-8	i	0.1	7
CC(C)(ONC(=O)Nc1ccccc1Cl)C(=O)O	2	1	-5	-0.5	2	-1	i	0.1	-1
c1ccc2c(c1)CCN(c1ncnc3nc[nH]c13)C2	-5	0	-2	1.5	0	-1	i	0.5	-3
COc1ccc(N2C(=O)C3CCCN3C2c2ccc(C)o2)cc1 (stereo not drawn)	-1	-2	-4	-0.7	-1	-4	i	-0.5	-5
O=c1c(Cc2ccccc2)c(O)nc2n1CCS2	9	-1	-6	-1.6	1	-2	i	0.3	6
O=C(NNC(=O)c1ccc(F)cc1)c1ccncc1	-1	3	-4	1.9	-1	-2	i	-0.1	-2
CC1CCCCC1NC(=O)COC(=O)COc1ccc(Cl)cc1 (stereo not drawn)	-4	6	-11	-0.4	-1	-13	i	-1.1	-1
COc1ccccc1CCNC(=O)c1cnn2c(C(F)F)cc(C)nc12	-2	0	2	0.5	-2	-4	i	-0.2	-14
CS(=O)(=O)N1CCCC(C(=O)N2CCc3ccccc3C2)C1 (stereo not drawn)	-5	5	-10	0.1	-1	-8	i	-1.3	-12
O=C(Nc1ncc2c(n1)-c1ccccc1CC2)c1ccc(F)cc1	3	4	-5	1.0	1	-10	i	-0.3	1
CCOC(=O)c1ccc2[nH]c3c(c2c1)CCCC3	-10	-2	13	0.5	2	-5	i	-0.6	-7
Cc1ccc(NCN2C(=O)C3CC=CCC3C2=O)cc1 (stereo not drawn)	5	3	0	-0.9	0	-1	i	-0.3	5
CC(C)(C)c1ccccc1NC(=S)NC1CCCC1	25	-1	0	-0.5	5	-11	i	0.0	-4
CC1CC(C)CN(CCCNC(=O)c2cc3c(s2)-c2ccccc2OC3)C1 (stereo not drawn)	5	-5	0	1.3	5	-1	i	-0.3	2
C[C@@H](CN1CCC(Cc2ccccc2)CC1)[C@@H](O)c1ccc(O)cc1	-2	-1	-2	-0.5	2	1	i	0.4	0
CCCc1nnc(NC(=O)C2CCCO2)s1 (stereo not drawn)	3	1	-6	-0.4	-2	3	i	-0.2	2
CNCC(=O)O	-13	3	-5	-0.8	-3	-3	i	-0.6	4
Cn1c(=O)c2c(SCC(=O)Nc3ccccc3F)nc(C3CC3)nc2n(C)c1=O	6	-2	-8	0.2	2	-2	i	-0.2	0
CCOC(=O)CSc1nnc(-c2ccc(S(=O)(=O)N3CCOCC3)cc2)n1-c1ccccc1	-7	1	-1	-1.1	-2	1	i	-0.9	-6
O=C(O)c1sccc1S(=O)(=O)N1CCN(c2ccc(C(F)(F)F)cn2)CC1	-9	-1	-2	0.7	-1	-11	i	-0.5	9

Another view of four compounds above.
Compound: CCN1C(=O)[C@H]2[C@@H](c3ccc(C)cc3)N3C(=O)N(c4ccc(C)cc4)C(=O)[C@@]3(Cc3ccccc3)[C@H]2C1=O
  PABP1 MLLE inh = -2	Rin1 Abl inh = 3	FAS-TE inh = 13	MsrA inhibitor = 0.9	CSN inh = -4	bovine MsrA act = -1	Neddyl block = i	Tb MetRS inh = -0.5	eLon inh = -2

Compound: Cn1c(=O)c2c(SCC(=O)Nc3ccccc3F)nc(C3CC3)nc2n(C)c1=O
  PABP1 MLLE inh = 6	Rin1 Abl inh = -2	FAS-TE inh = -8	MsrA inhibitor = 0.2	CSN inh = 2	bovine MsrA act = -2	Neddyl block = i	Tb MetRS inh = -0.2	eLon inh = 0

Compound: Cc1noc(C)c1C(=O)NCCCc1ccccc1
  PABP1 MLLE inh = 2	Rin1 Abl inh = 2	FAS-TE inh = -4	MsrA inhibitor = 0.4	CSN inh = 3	bovine MsrA act = -6	Neddyl block = i	Tb MetRS inh = -0.7	eLon inh = -1

Compound: COC(=O)c1ccc(CSc2nnc(N)s2)o1
  PABP1 MLLE inh = 33	Rin1 Abl inh = -1	FAS-TE inh = -4	MsrA inhibitor = -0.7	CSN inh = 2	bovine MsrA act = -8	Neddyl block = i	Tb MetRS inh = -0.3	eLon inh = 6

(cont.)
SMILES	PABP1 MLLE inh	Rin1 Abl inh	FAS-TE inh	MsrA inhibitor	CSN inh	bovine MsrA act	Neddyl block	Tb MetRS inh	eLon inh
CSCCC(NC(C)=O)C(=O)Oc1ccc2c3c(c(=O)oc2c1)CCCC3 (stereo not drawn)	18	5	9	2.2	-3	-2	.	-0.1	-8
CCOC(=O)CSc1nnc([C@H](C)NC(=O)OC(C)(C)C)o1	-3	1	-4	-0.4	4	-3	i	-0.7	11
O=C(O)CCSCc1ccccc1F	1	0	-9	0.0	3	-5	i	-0.7	-6
CCN(C[C@H]1N[C@@](C)(C(=O)OC)[C@H]2C(=O)N(C)C(=O)[C@@H]12)S(=O)(=O)c1ccc(C(F)(F)F)cc1	5	-2	-7	1.3	2	1	i	-1.0	9
CC(C)NCc1cccc([N+](=O)[O-])c1	0	1	-10	-0.5	0	-5	i	-1.1	-4
CC1CC(C)CN(C(=O)C(C)N(C)CC(=O)Nc2ccc(Cl)cc2)C1 (stereo not drawn)	-36	0	1	-0.6	0	-1	i	-0.5	13
O=[N+]([O-])/C=C\c1ccc(N2CCOCC2)cc1	-50	-2	-4	1.3	4	-8	i	-0.4	-16
Cc1cc([N+](=O)[O-])c2[nH]c(C(=O)N/N=C/c3ccccc3C(=O)O)c(-c3ccccc3)c2c1	7	-2	6	0.2	2	-3	i	-0.5	-8
Cc1cc(C(C)(C)C)cc(S(=O)(=O)Nc2ccc(C(=O)O)cc2)c1C	5	5	-5	1.5	-1	-2	i	0.3	-1
Cc1sc2ncn(CC(=O)NCc3ccccn3)c(=O)c2c1S(=O)(=O)N1CCOCC1	5	1	-10	0.5	4	3	i	-0.8	-10

Profiles as entered above. Order of screens: PABP1 MLLE inh	Rin1 Abl inh	FAS-TE inh	MsrA inhibitor	CSN inh	bovine MsrA act	Neddyl block	Tb MetRS inh	eLon inh
COc1ccc(C(=O)OCC(=O)NCCCc2ccccc2)cc1[N+](=O)[O-] is listed with 9	-4	79*	0.5	-1	-3	i	-0.2	4
CCC(=O)N1c2ccccc2NC2=C(C(=O)CC(C)(C)C2)C1c1ccc(O)c(OC)c1 (stereo not drawn) is listed with -5	0	-5	1.7	-6	-7	i	-0.8	-6
COC(=O)c1ccc(CSc2nnc(N)s2)o1 is listed with 33	-1	-4	-0.7	2	-8	i	-0.3	6
c1ccc2c(c1)CCN(c1ncnc3nc[nH]c13)C2 is listed with -5	0	-2	1.5	0	-1	i	0.5	-3
